Screens (PubChem)
TAG inh – triacylglycerol accumulation inhibition; H9c2 cells, Nile Red lipid (TAG) fluorescence; cells loaded with 200 µM oleic acid; inhibition, % at 12.5 µM; AID 651582; 230,000 compounds, 0.66% hits;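 active = pattern-corrected inhibition of lipid staining of at least 50% with the nuclear-stain viability signal not falling by more than 50%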;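 also: 0% = DMSO wells and 100% = triacsin C control wells; some results filed as inactive read as strong as hits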
TAG inh DAPI viability – recorded beside TAG inh, whose call it bears; DAPI nuclei signal change (viability), lower = more cytotoxic, %;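 whole-well DAPI fluorescence read on a plate reader as a viability signal; minus 50 percent equals half of cells still viable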
An asterisk follows results filed as active. Some of the compounds tested; count on the stated rates, not on these rows.

SMILES | TAG inh | TAG inh DAPI viability
COc1ccc(CCn2c(=O)[nH]c3cc(C(=O)NCCCN4CCOCC4)ccc3c2=O)cc1OC | 3 | 3
ON1C2CCCCC2N(O)C1c1c(F)c(F)c(F)c(F)c1F (configuration not stated) | 4 | 3
Cc1ccccc1NC(=O)C1C2CCCC1C2c1ccccc1 (configuration not stated) | 9 | -5
Cc1csc(NC(=O)CSc2nnc(-c3ccccn3)n2-c2ccc(C)c(C)c2)n1 | 15 | 3
CSCCC(NS(=O)(=O)c1ccc(C)cc1)C(=O)NCCc1c[nH]c2ccccc12 (configuration not stated) | -22 | 6
CCCCNC(=O)C1(C)CCCCN1C(=O)c1c(Cl)cccc1Cl (configuration not stated) | 5 | 10
CCN(CC(=O)NCc1ccc(Cl)cc1)C(=O)/C=C/c1ccco1 | -7 | 5
CN1CC(=O)N2[C@H](c3ccc4c(c3)OCO4)c3[nH]c4ccccc4c3C[C@@H]2C1=O | 15 | -4
COc1ccc2c(CC(=O)Nc3ccc4nc(N5CCOCC5)sc4c3)coc2c1 | 8 | -5
CCOC(=O)N1CCN(C(=O)c2cccc(S(=O)(=O)Nc3ccc(F)cc3)c2)CC1 | -22 | 3
O=C1CSC(c2ccccc2[N+](=O)[O-])N1c1ccccc1 (configuration not stated) | -3 | 2
Cc1ccc(C2=NN(C(=O)CCC(=O)O)C(c3cccs3)C2)cc1 (configuration not stated) | 0 | -7
COc1ccc(-n2ncc3c(NCCN4CCOCC4)ncnc32)cc1 | 4 | 8
Brc1c(-c2ccccc2)nc2n1Cc1ccccc1-2 | -8 | -1
CCCCC(O)(CCCC)C(=O)NN(C(=O)CCl)c1ccccc1 | 1 | 5
CC1CC(C)CN(CC(=O)NCCc2ccc(S(N)(=O)=O)cc2)C1 (configuration not stated) | -8 | 8
COc1ccc(-c2noc(-c3ccco3)n2)cc1OC | -15 | 3
COc1ccc(NC(=O)CN2C(=O)NC(C)(c3ccccc3)C2=O)cn1 (configuration not stated) | -6 | 1
O=C(Cc1cccs1)Nc1nnc(COc2ccccc2)s1 | 11 | -7
CC(=O)NC1CCC(OC(=O)Nc2ccccc2)CC1 (configuration not stated) | 4 | 0
COC(=O)/C=C\C(C#N)(C#N)N=Cc1ccc(OC)cc1 | 11 | 5
Cc1cc(C(C)(C)C)oc1C(=O)OCC(=O)NC1CCCCC1 | -37 | 8
Cn1c(=O)c(C(=O)COc2ccc(C#N)cc2)c(N)n(Cc2ccccc2)c1=O | 4 | 0
CCCCn1c(SC(C)C(N)=O)nc2cc(C(=O)OC)ccc2c1=O (configuration not stated) | -12 | 12
COCCNC(=O)C(=O)NNC(=O)c1ccccc1OC | -2 | -4
c1ccc2c(c1)Sc1cnccc1N2CC1CO1 (configuration not stated) | -9 | 2
CSc1ccccc1NC(=O)C(C)N1C(=O)c2ccccc2S1(=O)=O (configuration not stated) | 11 | -10
CC1(C)OC(=O)C(=CNc2cccc(C(=O)O)c2)C(=O)O1 | 10 | -6
FC(F)(F)c1nc(Sc2ncccc2C(F)(F)F)n[nH]1 | 3 | 5
CCN(c1ccccc1)S(=O)(=O)c1ccc(Cl)c(NC(=O)CN(C)Cc2cccc(F)c2)c1 | 5 | -18
CN(CC(=O)Nc1c(Cl)cccc1Cl)C(=O)CNC(=O)c1sc2ccccc2c1Cl | -12 | 2
CCOc1cc(/C=N/n2cnnc2)ccc1OS(=O)(=O)c1ccc(C)cc1 | -4 | 10
O=C(CCCN1C(=O)/C(=C/c2ccccc2Cl)SC1=S)NNC(=O)c1cccnc1 | 1 | 6
Cc1ccc(CNC(=O)C(=O)c2cn(CC(=O)N3CCOCC3)c3ccccc23)cc1 | -8 | -5
CCOC(=O)C1=C(COC(=O)c2ccc(Cl)nc2)NC(=O)NC1C (configuration not stated) | 5 | 2
O=C(N/N=C/c1cccc([N+](=O)[O-])c1)c1cc(-c2ccccc2)nc2ccccc12 | -11 | 10
COc1ccc(NC(=O)c2cc(-c3ccccn3)nc3ccccc23)cc1S(=O)(=O)N(C)C | 23 | -1
COc1ccccc1CNC(=O)C[n+]1ccccc1 | 1 | -9
O=C(O)/C=C\C(=O)Nc1ccc(N2CCN(c3ccc(Cl)c(Cl)c3)CC2)cc1 | 20 | 5
CN1CCN(c2ccc(Cl)cc2NC(=O)c2ccc(S(=O)(=O)N3CCCCCC3)cc2)CC1 | 46 | -9
Cc1ccc(C(=O)N/C(=C/c2ccccc2)C(=O)NCC2CCCO2)cc1 (configuration not stated) | 4 | 1
CCOC(=O)C1=NNC2(CC(=O)N(c3cc(C)cc(C)c3)C2=O)C1 (configuration not stated) | 5 | 0
C=CCNC(=O)c1ccccc1NC(=O)C1COc2ccccc2O1 (configuration not stated) | -8 | 8
O=C(NCc1ccccc1)c1cc(C2CCCN(C(=O)C3CC3)C2)on1 (configuration not stated) | -3 | 5
COc1ccc(NC(=O)CSc2nn3c(=O)c(C)nnc3s2)cc1 | -8 | 1
CCCn1c(Cc2ccccc2)nnc1SCC(=O)N1CCOCC1 | 15 | -5
O=C(CC1C(=O)NCCN1CC1CCCCC1)NCc1ccccc1Cl (configuration not stated) | 4 | -7
O=C(Nc1ccccc1)c1cccc(Cn2cc(C(F)(F)F)ccc2=O)c1 | -3 | 1
COc1ccc2c(c1)OC[C@H]1[C@H]2N2C(=O)c3cc(F)ccc3NC(=O)[C@@]2(C)[C@H]1c1ccccc1 | -6 | 1
CN(C)C(=O)c1ccc(-c2cc(C(F)(F)F)nn2C)s1 | -4 | 5
O=S(=O)(c1ccc2ccccc2c1)N1CCc2ccccc21 | -10 | -6
O=C(CSc1ncn[nH]1)Nc1cccc2ccccc12 | 4 | 2
Cc1cc(C)c(OCC(=O)Nc2ccc(S(=O)(=O)N3CCCC3)cc2)c(C)c1 | -7 | 0
COc1ccccc1N(CC(=O)NC(C)(C)C)C(=O)C1CSC(=O)C1 (configuration not stated) | 8 | -7
COc1cccc(C(=O)NCC2(c3ccccc3)CCCC2)c1 | -5 | -5
O=S(=O)([N-]c1nc2ccccc2nc1-[n+]1ccccc1)c1ccc(Cl)cc1 | 45 | 2
N/C(=N\OC(=O)CCCOc1ccccc1)c1ccc([N+](=O)[O-])cc1 | -1 | -2
Cc1ccc2c(c1)N(S(=O)(=O)c1ccc(F)cc1)C(C(C)(C)C)CO2 (configuration not stated) | -24 | 9
CN(C)C(=O)c1ccc(NC(=O)COC(=O)C2=COCCO2)cc1 | -9 | 11
COc1ccccc1C(=O)NC(=S)Nc1ccccc1N1CCCCC1 | 7 | -2

(next part)
SMILES | TAG inh | TAG inh DAPI viability
COc1ccc2c(CSc3nc4nc(C)cc(C)n4n3)cc(=O)oc2c1 | 0 | -6
CCOc1ccc(N2CC(C(=O)NCCN3C(=O)S/C(=C/c4cccnc4)C3=O)CC2=O)cc1 (configuration not stated) | -1 | -3
CC(=NNC(=O)c1cccc(S(=O)(=O)N2CCCC2)c1)c1ccccc1 | -21 | -10
COc1ccc(/C=N/Nc2nc(Nc3ccccc3)nc(N3CCCCC3)n2)cc1OC | 31 | -8
CCC1(c2ccccc2)NC(=O)N(CC(=O)N(c2ccccc2)C2CCS(=O)(=O)C2)C1=O (configuration not stated) | -29 | -10
COCCN(Cc1nc(C(c2ccccc2)c2ccccc2)no1)C(C)C | -12 | -4
CCN(CC)S(=O)(=O)c1cccc(NC(=O)COC(=O)c2cccs2)c1 | 5 | 0
CC(=O)COc1cc(C)cc2oc(=O)c(C)c(C)c12 | 3 | 1
Cc1ccsc1C(=O)OCC(=O)NCc1cccs1 | -13 | 18
C=CCc1ccc(OCCCCNC2CCCC2)c(OC)c1 | 18 | 3
COc1ccc(C(=O)NCC(=O)NCC(c2ccco2)N(C)C)cc1OC (configuration not stated) | 6 | 6
CN(CCc1nc2ccccc2[nH]1)Cc1nc(CC2CC2)no1 | -6 | 13
O=C(N[C@@H](Cc1ccccc1)C(=O)OCc1ccccc1)c1nc[nH]c1C(=O)N1CCN(c2ccccc2)CC1 | -12 | 10
CN(CC(=O)NCC(c1ccccc1)N1CCCC1)S(=O)(=O)c1ccc(Cl)cc1 (configuration not stated) | -2 | 6
CSc1ncccc1C(=O)OCC(=O)c1cccc(Br)c1 | -3 | 1
O=C1C2C3C=CC(C3)C2C(=O)N1Nc1ccc([N+](=O)[O-])cc1[N+](=O)[O-] (configuration not stated) | -4 | 1
CCC(CC)c1nnc(NC(=O)CN2C(=O)c3ccccc3C2=O)s1 | -5 | -5
O=C1CCCN1C(=O)COc1ccc([N+](=O)[O-])cc1 | -10 | -1
CCCCN(C(=O)c1ccc(-c2ccc(Cl)cc2)o1)c1c(N)n(CCC)c(=O)[nH]c1=O | -19 | -1
O=C(CSc1nnc(CNC(=O)c2cccs2)o1)Nc1cccc(C(F)(F)F)c1 | -26 | 22
CCn1nc(C(=O)OCc2cccc(S(=O)(=O)N(C)C)c2)c2ccccc2c1=O | 1 | 6
O=C(Nc1cccc(S(=O)(=O)N2CCOCC2)c1)C12CC3CC(CC(C3)C1)C2 | -20 | 2
CSc1nnc(-c2cc3c(s2)-c2ccccc2CC3)o1 | 5 | 98
FC(F)(F)c1ccc(Cl)c(-n2c(Cc3cccs3)n[nH]c2=S)c1 | 4 | 2

Given with two lines to a compound: part of the list above
The line under a structure holds: TAG inh	TAG inh DAPI viability
COc1ccc(-c2noc(-c3ccco3)n2)cc1OC
  -15	3
COc1ccc(NC(=O)CN2C(=O)NC(C)(c3ccccc3)C2=O)cn1 (configuration not stated)
  -6	1

More records
SMILES | TAG inh | TAG inh DAPI viability
Cn1c(=O)c([N+](=O)[O-])c(Oc2ccccc2)c2ccccc21 | 13 | -5
COc1ccc(Cl)cc1C(=O)NC(=S)Nc1ccccc1N1CCOCC1 | -13 | 4
OCCN1CCN(c2cnc(-c3ccsc3)cn2)CC1 | -2 | 6
O=C(NCCc1ccccc1)c1cc(=O)[nH]c2ccccc12 | 4 | -9
CC(OC(=O)CCc1nc2ccccc2c(=O)[nH]1)C(=O)NC1CCCC1 (configuration not stated) | 11 | -3
COCCN1C(=O)N(c2ccc(Cl)cc2)C(=O)C1CC(=O)Nc1cc(OC)cc(OC)c1 (configuration not stated) | 10 | -5
O=S(=O)(NNc1nccc(C(F)(F)F)n1)c1cccc(Cl)c1Cl | 6 | -10
CCOC(=O)c1ccccc1OCc1cc(/C=N/n2cncn2)ccc1OC | 4 | 6
Cc1cccc(NC(=O)C(C)Sc2nc3nc(C)cc(C)n3n2)c1 (configuration not stated) | 3 | 2
CCOC(=O)CNC(=O)Nc1ccccc1C(=O)OC | -10 | -2
COc1ccc(-c2nc3ccc(C(=O)NCC(OC)OC)cc3nc2-c2ccc(OC)cc2)cc1 | -1 | 7
CCCCNC(=O)OC(C)CNC(=O)Oc1cccc(C)c1 (configuration not stated) | 6 | 2
Cc1noc(C)c1-c1ccc(C(=O)NCc2cccnc2)c2occc12 | 21 | -1
CN(CC(=O)Nc1ccccc1Cl)C(=O)c1cc(=O)[nH]c2ccccc12 | 2 | 2
O=c1oc2ccccc2c2c1ccc1ccccc12 | -7 | 0
O=C(COc1ccc(Cc2ccccc2)cc1)c1ccc(F)cc1 | -8 | 4
CN(C)CCCN(C(=O)c1cccc(N2C(=O)CCC2=O)c1)c1nc2cc3c(cc2s1)OCO3 | -1 | 5
Cc1cc(CN2CCC(N3CCC(C(=O)NC4CC4)CC3)CC2)cc(C)c1O | -5 | -5
COc1ccc(Cl)cc1CNC[C@H]1O[C@@H](n2ccc(N)nc2=O)[C@H](O)[C@@H]1O | 13 | -3
c1ccc2[nH]c(NCc3ccc4c(c3)OCO4)nc2c1 | -19 | -4
Cc1nnc(NC(=O)COc2ccc3c(C)cc(=O)oc3c2)s1 | -14 | 12
CCOc1ccc(NC(=O)c2ccc(NC(=O)Cc3n[nH]c(=O)c4ccccc34)cc2)cc1 | 6 | 4
CC(=O)Nc1ccc(NC(=O)C2CC(=O)N(c3cccc(Cl)c3)C2)cc1 (configuration not stated) | -13 | -1
Cc1cc(NCCCN2CCOCC2)n2nc(C)c(-c3ccc(F)cc3)c2n1 | 31 | 8
CC(=O)Nc1cccc(-c2cc(NC=O)c3ncc(-c4cccc(C(C)=O)c4)n3c2)c1 | 38 | -22
COCCn1c(SC(C)C(=O)NCC2CCCO2)nc2scc(-c3ccc(F)cc3)c2c1=O (configuration not stated) | 49 | -10
CC1(C(=O)NCc2cccnc2)Cc2c(-c3cccc(C(F)(F)F)c3)ccnc2O1 (configuration not stated) | 20 | -13
Cc1ccnc(NC(=O)CCCc2c[nH]c3ccccc23)c1 | 3 | -2

Some of these compounds in order of SMILES length, rising.
SMILES | TAG inh | TAG inh DAPI viability
CN(CCc1nc2ccccc2[nH]1)Cc1nc(CC2CC2)no1 | -6 | 13
COc1ccc2c(CSc3nc4nc(C)cc(C)n4n3)cc(=O)oc2c1 | 0 | -6
COc1ccccc1N(CC(=O)NC(C)(C)C)C(=O)C1CSC(=O)C1 (configuration not stated) | 8 | -7
COc1ccc2c(CC(=O)Nc3ccc4nc(N5CCOCC5)sc4c3)coc2c1 | 8 | -5
CC(=O)Nc1ccc(NC(=O)C2CC(=O)N(c3cccc(Cl)c3)C2)cc1 (configuration not stated) | -13 | -1
CCOc1ccc(NC(=O)c2ccc(NC(=O)Cc3n[nH]c(=O)c4ccccc34)cc2)cc1 | 6 | 4

7 entries from above, with tabs.
SMILES	TAG inh	TAG inh DAPI viability
CCOC(=O)C1=C(COC(=O)c2ccc(Cl)nc2)NC(=O)NC1C (configuration not stated)	5	2
COc1ccccc1C(=O)NC(=S)Nc1ccccc1N1CCCCC1	7	-2
CN(CC(=O)NCC(c1ccccc1)N1CCCC1)S(=O)(=O)c1ccc(Cl)cc1 (configuration not stated)	-2	6
O=C(CCCN1C(=O)/C(=C/c2ccccc2Cl)SC1=S)NNC(=O)c1cccnc1	1	6
CCN(c1ccccc1)S(=O)(=O)c1ccc(Cl)c(NC(=O)CN(C)Cc2cccc(F)c2)c1	5	-18
Cc1noc(C)c1-c1ccc(C(=O)NCc2cccnc2)c2occc12	21	-1
O=C1CSC(c2ccccc2[N+](=O)[O-])N1c1ccccc1 (configuration not stated)	-3	2
